RNase H inhibition: RNase H inhibition, HIV 1 Gag Pol polyprotein, FRET biochemical assay, screening (AID 372). actives 0.77% (n = 100,000). one-dose inhibition, % at 10 µM; IC50 in µM for titrated hits. HIV-1 RT RNase H, FRET RNA/DNA substrate fluorescence; higher % means a stronger effect; in the data active = inhibition above about 50%
Active calls of the source: *. Some of the compounds tested; the hit share may differ from the screen's.

SMILES | RNase H inhibition
O=C(Cc1ccccc1)Nc1ccc(-c2ccccc2)cc1[N+](=O)[O-] | 3%
COc1cc(/C=C(\C#N)c2nc3ccc(C)cc3[nH]2)cc(OC)c1O | 41%
COc1cc(OC)c(NC(=O)c2ccccc2C)cc1Cl | 0%
CCOC(=O)c1sc(NC(=O)/C=C/c2ccc(F)cc2)c(C(=O)OCC)c1C | 23%
CNC(=O)/C=C/c1ccc2c(c1)OCO2 | 0%
COc1cc(C(=O)N2CCCc3ccccc32)c([N+](=O)[O-])cc1OC | 0%
O=C(N/N=C/c1ccccc1[N+](=O)[O-])C(=O)Nc1cccc(C(F)(F)F)c1 | 0%
O=C(N/N=C/c1ccc(Cl)cc1Cl)C(=O)N1CCCC1 | 2%
COc1ccc(NC(=O)/C(C#N)=C/c2c[nH]c3ccccc23)cc1 | 10%
CCOC(=O)c1[nH]c(C)c(C(=O)O)c1C | 11%
COc1ccc(CN2CCN(C(=O)c3ccc(F)cc3)CC2)cc1Br | 1%
COc1ccc2ccccc2c1/C=C1\C=C(c2ccc3cc(C)ccc3c2)OC1=O | 9%
COc1ccc(OCCOc2ccccc2/C=C2\SC(N)=NC2=O)cc1 | 9%
Cn1cnnc1Sc1cc(Cl)ccc1[N+](=O)[O-] | 3%
COc1cc(C2NC(=O)NC(C)=C2C(=O)OC2CCCCCC2)cc(Cl)c1O (stereo unspecified) | 13%
COC(=O)C1=C(C)N(C)C(C)=C(C(=O)OC)C1c1ccc(OCc2ccccc2)c(OC)c1 | 16%
COc1cccc(OCCCOc2c(Cl)cccc2Cl)c1 | 37%
Cc1ccc(C(=O)N/C(=C/c2cccnc2)C(=O)Nc2ccc(Cl)cc2)cc1 | 9%
Fc1ccccc1NC(=S)N1CCN(Cc2ccc3c(c2)OCO3)CC1 | 6%
COc1ccc(C2C(C(C)=O)=C(O)C(=O)N2c2nc3ccccc3s2)c(OC)c1 (stereo unspecified) | 13%
O=C(c1ccc(Br)cc1)N1CCCCCC1 | 9%
COc1cc([N+](=O)[O-])ccc1-c1ccc(C(=O)Nc2cccc(-c3nc4ccccc4o3)c2)o1 | 31%
COC(=O)c1ccccc1NC(=O)Cn1c(SC)nc2ccccc21 | 0%
C=CCOc1c(Br)cc(/C=c2\sc3n(c2=O)C(c2ccc4c(c2)OCO4)C(C(=O)OCC)=C(C)N=3)cc1OC (stereo unspecified) | 0%
Cc1cc(Br)ccc1N1C(=O)/C(=C/c2cccn2-c2ccccc2)C(=O)NC1=S | 28%
CCOCCP(=O)(c1ccccc1)c1ccccc1 | 10%
COC(=O)c1ccc(/C=C2/Sc3ccccc3C2=O)cc1 | 14%
CCCOc1ccccc1/C=C1\N=C(c2ccc(Br)cc2)OC1=O | 20%
COc1ccc(OC)c(C2NC(=O)NC(C)=C2C(=O)Nc2ccc(C)cc2)c1 (stereo unspecified) | 0%
O=C(Nc1ncc(Cc2ccc(Cl)c(Cl)c2)s1)c1ccc(Br)cc1 | 5%
CCN(CC)CC(=O)Nc1ccccc1C(=O)Nc1ccccc1 | 0%
O=C(O)CN1C(=O)/C(=C\c2ccc(OCc3ccccc3)cc2)SC1=S | 11%
COc1cc(C(=O)n2nc(C)cc2C)cc(OC)c1OC | 0%
Cc1ccc2nc(SCc3ccc([N+](=O)[O-])cc3)[nH]c2c1 | 8%
CN1CCN(C2=NC(=O)/C(=C/c3ccc(Cl)cc3Cl)S2)CC1 | 11%
COc1cccc(C2/C(=C(\O)c3ccc(Br)cc3)C(=O)C(=O)N2c2ccccc2)c1 (stereo unspecified) | 4%
COc1ccc(Cn2cnc([N+](=O)[O-])c2)cc1Br | 0%
COc1ccc(C(=O)Nc2ccc(Cl)c(Cl)c2)cc1 | 6%
OC(COc1ccc2ccccc2c1Br)Cn1cnc2ccccc21 (stereo unspecified) | 5%
COc1ccc(-c2n[nH]c(=S)n2/N=C/c2cc(OC)ccc2OC)cc1 | 15%
CCCc1ccc(-c2nc(-c3ccccn3)no2)cc1 | 11%
CN(CC(=O)N1c2ccc(Cl)cc2NC(=O)c2ccccc21)CC(O)c1ccccc1 (stereo unspecified) | 8%
Cn1cc(/C=C2/SC(=Nc3ccccc3)NC2=O)c2ccccc21 | 25%
O=C(CC1SC(=O)NC1=O)Nc1ccc(Cl)cc1 (stereo unspecified) | 3%
O=C(Nc1nnc(-c2ccc([N+](=O)[O-])cc2)s1)Nc1ccc(Cl)cc1Cl | 11%
CCOC(=O)c1ccc(NC(=O)c2cc(-c3cccs3)nc3ccccc23)cc1 | 13%
Cc1ccc(NS(=O)(=O)c2ccc(N3C(=O)CCC3=O)cc2)cc1 | 0%
O=C1OC(OCc2ccccc2)(c2ccccc2)c2ccccc21 (stereo unspecified) | 24%
Cc1ccc(-c2nc3cc(Cl)ccc3o2)cc1NC(=O)c1cc(Br)ccc1Cl | 46%
Cc1ccc(NC(=O)/C(C#N)=C\c2ccc([N+](=O)[O-])o2)cc1 | 11%
(further entries)
SMILES | RNase H inhibition
Cc1nn(-c2ccccc2)c2c1C(c1cccc(O)c1)C(C#N)=C(N)O2 (stereo unspecified) | 11%
CCC(CO)Nc1cc(Cl)ccc1[N+](=O)[O-] (stereo unspecified) | 4%
CC1=C(C(=O)OCC(Cl)(Cl)Cl)C(c2cccc(Br)c2)NC(=O)N1 (stereo unspecified) | 15%
CC(C)c1ccccc1NC(=O)CCCOc1ccc(Cl)cc1Cl | 0%
O=C(N/N=C/c1ccc(Br)s1)Nc1ccccc1 | 14%
COC(=O)c1c(NC(=O)c2cc3ccccc3oc2=O)sc(C)c1C | 17%
O=[N+]([O-])c1ccc(-c2nc(-c3ccc(Cl)cc3)c(-c3ccc(Cl)cc3)[nH]2)cc1 | 6%
CCOc1cc(/C=N/n2cnnc2)ccc1OCc1ccc(F)cc1 | 9%
O=C(CN(c1cccc([N+](=O)[O-])c1)S(=O)(=O)c1ccccc1)NCc1ccc(Cl)cc1Cl | 12%
CC1CCc2c(sc(NC(=O)c3c(F)c(F)c(F)c(F)c3F)c2C#N)C1 (stereo unspecified) | 2%
COc1ccc(/C(N)=N/OC(=O)c2cccc(Br)c2)cc1OC | 7%
O=C(O)CCCC(=O)OCc1ccco1 | 0%
COc1cccc(N=Nc2c(C)[nH]n(-c3ccccc3)c2=O)c1 | 5%
CCOc1ccc(S(=O)(=O)N(CC(=O)NCCCOC)c2ccc(C)cc2)cc1 | 5%
O=C1CC(N2CCN(c3ccc([N+](=O)[O-])cc3)CC2)C(=O)N1CCc1ccccc1 (stereo unspecified) | 8%
CSc1ccc(/C=N/NC(=O)c2ccc(Cl)c(Cl)c2)cc1 | 10%
Cc1cc(/C=c2/sc3nc4ccccc4n3c2=O)c(C)n1-c1ccc([N+](=O)[O-])cc1 | 12%
O=Cc1cc(Cc2ccccc2)cc([N+](=O)[O-])c1O | 13%
CCOC(=O)c1ccc2[nH]c3c(c2c1)CCCCC3=O | 12%
C=CCc1cccc(/C=N/n2c(C)nnc2C)c1O | 5%

For reference, some entries already given.
SMILES | RNase H inhibition
CC1=C(C(=O)OCC(Cl)(Cl)Cl)C(c2cccc(Br)c2)NC(=O)N1 (stereo unspecified) | 15%
CC(C)c1ccccc1NC(=O)CCCOc1ccc(Cl)cc1Cl | 0%
O=C(N/N=C/c1ccc(Br)s1)Nc1ccccc1 | 14%
COC(=O)c1c(NC(=O)c2cc3ccccc3oc2=O)sc(C)c1C | 17%
O=[N+]([O-])c1ccc(-c2nc(-c3ccc(Cl)cc3)c(-c3ccc(Cl)cc3)[nH]2)cc1 | 6%
CCOc1cc(/C=N/n2cnnc2)ccc1OCc1ccc(F)cc1 | 9%
O=C(CN(c1cccc([N+](=O)[O-])c1)S(=O)(=O)c1ccccc1)NCc1ccc(Cl)cc1Cl | 12%
CC1CCc2c(sc(NC(=O)c3c(F)c(F)c(F)c(F)c3F)c2C#N)C1 (stereo unspecified) | 2%
COc1ccc(/C(N)=N/OC(=O)c2cccc(Br)c2)cc1OC | 7%
O=C(O)CCCC(=O)OCc1ccco1 | 0%
COc1cccc(N=Nc2c(C)[nH]n(-c3ccccc3)c2=O)c1 | 5%
CCOc1ccc(S(=O)(=O)N(CC(=O)NCCCOC)c2ccc(C)cc2)cc1 | 5%
O=C1CC(N2CCN(c3ccc([N+](=O)[O-])cc3)CC2)C(=O)N1CCc1ccccc1 (stereo unspecified) | 8%
CSc1ccc(/C=N/NC(=O)c2ccc(Cl)c(Cl)c2)cc1 | 10%
Cc1cc(/C=c2/sc3nc4ccccc4n3c2=O)c(C)n1-c1ccc([N+](=O)[O-])cc1 | 12%

The listing continues.
SMILES | RNase H inhibition
Oc1ccccc1C=Nc1ccc2cc3ccc(N=Cc4ccccc4O)cc3nc2c1 | 8%
Cc1cccc(C)c1NC(=O)c1ccc(C2SCC(=O)N2Cc2ccccc2)cc1 (stereo unspecified) | 11%
COc1cc(OC)c(/C=N/Nc2ccccc2[N+](=O)[O-])cc1Br | 15%
CCC12CN3CC(CC)(CN(C1)C3c1ccc([N+](=O)[O-])cc1)C2=O (stereo unspecified) | 4%
Cc1ccccc1-c1cc(C(=O)NCCc2ccccc2)c2ccccc2n1 | 6%
O=C(CN1C(=O)c2ccccc2C1=O)Nc1cccc(F)c1 | 6%
COc1c(O)ccc(/C=N/NC(=O)c2cc(C(C)(C)C)[nH]n2)c1[N+](=O)[O-] | 8%
COc1ccc(OC)c(NC(=O)C(=O)N/N=C/c2ccccc2[N+](=O)[O-])c1 | 10%
CCOc1cc(C(=O)Nc2ccc(-c3nc4cc(Cl)ccc4o3)cc2)cc(OCC)c1OCC | 9%
O=c1/c(=C/c2ccc(OCCCOc3ccc(Cl)cc3)cc2)sc2nc3ccccc3n12 | 11%
N#Cc1c(NC(=O)CCCN2C(=O)c3ccccc3C2=O)sc2c1CCCC2 | 1%
CC(NC(=O)NC(=O)c1ccccc1)c1ccccc1 (stereo unspecified) | 0%
CCCC(=O)C1=C(O)C(C(=O)OC)C(C)(C)CC1=NC(CC)CO (stereo unspecified) | 12%
COc1cc(OC)cc(-c2nc(-c3ccccc3)c(-c3ccc(C(=O)c4ccc(F)cc4)cc3)[nH]2)c1 | 14%
COC(=O)CC1SC(=O)NC1=Nc1ccc(OC)cc1 (stereo unspecified) | 6%
COc1cc(C(=O)Nc2ccc3oc(-c4ccc(Cl)cc4)nc3c2)cc(OC)c1OC | 6%
O=C(Cn1nnc(-c2ccccc2)n1)N/N=C/c1cn(Cc2ccc(Cl)cc2Cl)nc1-c1ccccc1 | 13%
COc1cc(C=O)ccc1OCCCOc1c(C)cc(Br)cc1C | 41%
Cc1[nH]n2c(=O)cc(-c3ccc([N+](=O)[O-])cc3)nc2c1-c1cccc2ccccc12 | 0%
CCOC(=O)CC1=Nn2c(nnc2-c2ccc(Cl)cc2)SC1 | 0%
COc1ccc(C(=O)Nc2ccc(F)c([N+](=O)[O-])c2)cc1 | 6%
COc1ccc(C2=N/C(=C/c3ccccc3OC)C(=O)N2c2ccccc2)cc1 | 0%
CCOc1ccc(/C=C(/NC(=O)c2cc(OC)c(OC)c(OC)c2)C(=O)NN)cc1 | 2%
C/C(=N\Nc1nnc(Cl)c2ccccc12)c1ccccc1O | 13%
O=C(NCCOc1ccc(Cl)cc1Cl)c1cc2ccccc2o1 | 15%
Nc1ccc(C(=O)Nc2cccc(-c3nc4ccccc4o3)c2)cc1 | 15%
Cc1ccc2oc(-c3ccc(Cl)c(NC(=O)c4cccc([N+](=O)[O-])c4)c3)nc2c1 | 37%
CC1(C)CC(=O)C2=C(C1)Nc1ccccc1NC2c1c2ccccc2cc2ccccc12 (stereo unspecified) | 15%
O=C(NC(=S)Nc1ccc(-c2nc3ccccc3s2)cc1)c1cccc(Br)c1 | 5%
COc1ccc(-n2nc3ccc(NC(=O)COc4ccccc4C)cc3n2)cc1 | 17%
COc1c(Cl)cc(C(=O)Nc2ccc(-c3nc4cc(C)ccc4o3)cc2)cc1Cl | 0%
CCOn1c(=O)c(C)[n+]([O-])c2ccccc21 | 4%
CCOC(=O)c1ccc(NS(=O)(=O)c2cccs2)cc1 | 10%
COC(=O)C1=C(C)N(Cc2ccccc2)C(=O)/C1=C\c1cccc([N+](=O)[O-])c1 | 19%
Cc1cc(C)cc(OCC(=O)Nc2ccc(Br)cn2)c1 | 12%
COc1ccc(Cl)cc1NC(=O)c1c(O)c2ccccc2n(C)c1=O | 3%
COc1ccc(Br)cc1C(=O)Nc1ccc(-c2nc3cc(C)ccc3o2)cc1 | 5%
O=C(C(Sc1ccccc1)c1ccccc1)N1CCCC1 (stereo unspecified) | 0%
CC(C)CC(=O)N1CCN(Cc2ccccc2[N+](=O)[O-])CC1 | 8%
COc1ccc(Cl)cc1NC(=O)c1c(-c2ccccc2)noc1C | 2%
CC1(C)CC(=O)C/C(=N/NC(=O)c2cc3ccccc3cc2O)C1 | 1%
COc1cc(C)ccc1OCCOCCOc1ccccc1C=O | 15%
O=C(CCN1CCCCC1)c1ccc(Cl)cc1 | 2%
COC(=O)c1cccc(-n2c(C)cc(C=C3C(=O)N(C)C(=S)N(C)C3=O)c2C)c1C | 20%
O=C1NC(=S)N(c2ccc(Cl)cc2)C(=O)/C1=C/c1cc2c(cc1Br)OCO2 | 12%
CC(=O)Oc1ccc(N2C(=O)c3ccc(-c4nc5ccccc5c(=O)o4)cc3C2=O)c(C)c1 | 8%
O=C(Nc1ccc2c(c1)OCO2)c1ccc(I)cc1 | 0%
O=C(NC(=S)Nc1ccc(NC(=O)c2ccco2)cc1)c1ccc(Cl)cc1 | 16%
Cc1cc(OCC(=O)Nc2ccccc2-c2ccccc2)ccc1Br | 0%
CCCOc1cccc(C(=O)Nc2ccc(NC(=O)c3ccc(Cl)cc3Cl)cc2)c1 | 7%
(cont.)
SMILES | RNase H inhibition
O=c1[nH]c(=O)c2nnc(N/N=C\c3ccc(O)cc3)nc2[nH]1 | 3%
O=C(Nc1ncc(Cc2ccc(Cl)c(Cl)c2)s1)c1ccc([N+](=O)[O-])cc1 | 7%
COc1cc(/C=C/c2[nH]c(=O)[nH]c(=O)c2[N+](=O)[O-])cc(Br)c1O | 8%
COc1ccc(C(=O)NNC(=O)c2cccc(C(=O)NNC(=O)c3ccc(OC)c(OC)c3)c2)cc1OC | 4%
C=CCc1cccc2cc(C(=O)Nc3ccc(S(=O)(=O)Nc4nnc(CC)s4)cc3)c(=O)oc12 | 22%
